Source: PubChem BioAssay
RXFP1 antagonist: antagonists of human relaxin receptor RXFP1. Q9HBX9. HEK293-RXFP1, relaxin-stimulated cAMP HTRF, 30 min; hits give low values. activity change, negative = inhibition, % at 57.5 µM. 350,000 tested, 0.59% active. AID 1259400;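 active = activity change of -60% or lower, but not beyond a set lower limit; inconclusive = change between -60% and -40%, or beyond the set limit; inactive = change above -40%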; note: % is set by controls: 0 for no effect and ±100 for the full control effect
D1 PAM: human D1 dopamine receptor positive modulation. potentiation, % at 10 µM. 360,000 tested, 0.036% active. AID 504651. HEK293 TREx D1 cells, calcium flux, dopamine EC20 potentiation; in the data active = potentiation above about 30%; note: 0% is about no effect
Target sequence (P21728 whole entry, looked up): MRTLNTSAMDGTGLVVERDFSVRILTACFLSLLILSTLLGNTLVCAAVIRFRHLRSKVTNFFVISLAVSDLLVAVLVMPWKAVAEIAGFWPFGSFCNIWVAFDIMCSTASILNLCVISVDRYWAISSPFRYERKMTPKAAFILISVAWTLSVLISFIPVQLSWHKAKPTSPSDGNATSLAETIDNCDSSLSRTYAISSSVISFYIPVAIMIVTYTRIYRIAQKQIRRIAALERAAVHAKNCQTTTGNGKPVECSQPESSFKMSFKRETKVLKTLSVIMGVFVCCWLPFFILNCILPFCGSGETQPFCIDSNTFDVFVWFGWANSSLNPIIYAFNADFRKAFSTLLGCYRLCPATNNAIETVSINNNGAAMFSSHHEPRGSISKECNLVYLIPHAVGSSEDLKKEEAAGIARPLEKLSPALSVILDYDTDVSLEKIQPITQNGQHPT
D2 PAM: D2 dopamine receptor (human) potentiation. P14416. HEK293 T-REx D2, calcium flux, EC20 dopamine potentiation. potentiation, % at 10 µM. 340,000 tested, 0.34% active;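 active = potentiation over 3 SD above the plate norm, cut at about 30% in these data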; note: 0% is about no effect
Target sequence (P14416 whole entry, looked up): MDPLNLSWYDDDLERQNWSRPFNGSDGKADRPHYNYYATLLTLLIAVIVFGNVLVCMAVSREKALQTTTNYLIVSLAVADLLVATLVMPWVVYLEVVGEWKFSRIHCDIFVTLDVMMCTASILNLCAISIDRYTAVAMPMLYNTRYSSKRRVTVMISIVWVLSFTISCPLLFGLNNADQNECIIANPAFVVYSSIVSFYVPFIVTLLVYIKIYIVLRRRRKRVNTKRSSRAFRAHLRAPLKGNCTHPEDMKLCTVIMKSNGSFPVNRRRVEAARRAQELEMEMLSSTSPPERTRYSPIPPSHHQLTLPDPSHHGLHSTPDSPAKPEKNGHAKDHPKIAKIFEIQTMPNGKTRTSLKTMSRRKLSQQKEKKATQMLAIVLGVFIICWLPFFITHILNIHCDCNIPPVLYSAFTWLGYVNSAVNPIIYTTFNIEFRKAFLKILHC
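Primary screen. Calcium kinetics in induced HEK293 T-REx D2 cells: compound pre-addition 180 s, EC20 dopamine, 180 s more.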
Vif-A3F inh: Vif-A3F binding inhibition; HeLa A3F-eYFP + Vif (tagged APOBEC3F with the HIV-1 protein that degrades it), YFP fluorescence increase; Potency, µM (series often up to 46.1 µM), for inactives: at the top dose activity, negative = active; AID 602313; 390,000 tested, 0.2% active; note: potency is the fitted concentration of half-maximal effect; % of control where 0% means no effect; nearly all actives have a fitted effect of over 65% in size
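Fluorescence increase (Ex 488/Em 500-530) after overnight compound treatment at 37 deg C flags inhibition of Vif-driven A3F-eYFP loss in stable HeLa A3F-eYFP/Vif cells seeded overnight beforehand.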
D1 antag: blocks dopamine activation of the human D1 receptor; activity change, negative = inhibition, % at 10 µM; HEK293 TREx D1 cells, calcium flux, dopamine EC80; hits give low values; 360,000 tested, 3.2% active; AID 504652; in the data active = activity change below about -30%; note: % is set by controls: 0 for no effect and ±100 for the full control effect
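Kinetic fluorescence of a calcium dye serves as the read-out. D1-expressing Hek293 Trex cells, induced overnight at 30 C, are exposed to compound for 180 s before an EC80 dopamine addition, then read 180 s further.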
RXFP1 agonist: activates the human relaxin receptor RXFP1; AID 2676; Potency, µM (highest dose often 57.5 µM), inactives show at the top dose activation, most hits filed as activators; HEK293T-RXFP1 cAMP TR-FRET, 30 min; response scale: percent of porcine relaxin response, buffer zero; Q9HBX9; 370,000 tested, 0.3% active; note: potency is the fitted concentration of half-maximal effect; % is set by controls: 0 for no effect and ±100 for the full control effect; nearly all actives have a fitted effect of over 60% in size; many of its hits are not listed in these tables
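HEK293 cells stably expressing RXFP1, treated 30 min at 37C with compounds plus PDE4 inhibitor Ro 20174; cAMP measured by HTRF TR-FRET. Normalized to buffer and 29 nM porcine relaxin; EC50 by Hill fit.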
Vif-A3G inh: Vif-A3G binding inhibition | 410,000 tested, 0.076% active | Potency, µM (titrated, usually from 46.1 µM), for inactives: at the highest dose activity, negative = active, hits mostly inhibitors | HeLa A3G-eYFP + Vif (tagged APOBEC3G with the HIV-1 protein that degrades it), YFP fluorescence, overnight;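 note: potency is the fitted concentration of half-maximal effect; % is set by controls: 0 for no effect and ±100 for the full control effect; nearly all actives have a fitted effect of over 60% in size; hits raise eYFP signal because A3G escapes Vif-driven loss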
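HeLa cells stably expressing Vif and C-terminally eYFP-tagged A3G, seeded overnight at 37 deg C, then exposed to compound by pintool overnight at 37 deg C. Rise in yellow fluorescence (Ex 488/Em 500-530, Acumen) marks blocked Vif-driven A3G degradation.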
D1 ag: activates the human D1 dopamine receptor; AID 504660; 360,000 tested, 1% active; HEK293 T-REx D1 cells, calcium flux, agonist mode; activation, % at 2 µM; in the data active = activation above about 30%; note: 0% is about no effect
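Tetracycline-induced HEK293 TREx D1 cells, force-coupled to calcium signalling, were dye-loaded with a no-wash calcium kit. Compound was pin-added after a 10 s baseline. Fluorescence was read kinetically at 1 cycle/s for 180 s, with calcium rises flagged as agonism.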
GRP78 ERSR act: inducers of ER stress response in human glioma cells | U87-MG GRP78 promoter luciferase reporter, 16 h | Potency, µM, for the others: at the highest dose activation, usual class: activators | 420,000 tested, 0.02% active; note: potency is the fitted concentration of half-maximal effect; series mostly up to about 76 µM; % of control where 0% means no effect; nearly all actives have a fitted effect of over 35% in size
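Stably transfected U87-MG human glioma cells carrying a GRP78-based luminescent sensor were seeded at 1000 cells/well, pin-dosed with compounds and incubated 16 h. Luciferase reagent was then added, and end-point luminescence was read after 10 min at room temperature.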
* = called active by the depositor; ? = inconclusive; · = not tested or not shown; & = joins results of further samples. Unless noted, calls come from the whole dose curve; as a rule, active = well fitted curve in the direction sought with a large enough effect; inconclusive = small, poorly fitted or top-dose-only effect, or another doubt; inactive = no such curve, though single readings can be large; an effect the other way counts as inactive or inconclusive.

SMILES	RXFP1 antagonist	D1 PAM	D2 PAM	Vif-A3F inh	D1 antag	RXFP1 agonist	Vif-A3G inh	D1 ag	GRP78 ERSR act
COC(=O)CCC(=O)Nc1sc(C)c(C)c1C(N)=O	-20	-6	6	1%	-41*	0.2%	0%	-1	-2%
CCC1CCC(C(=O)NC(C(=O)NCCc2ccc(S(N)(=O)=O)cc2)C(C)C)CC1 (stereo not drawn)	4	7	-1	0%	9	0.7%	0%	-1	-4%
O=C(CSCc1ccc(Cl)cc1)NN=C1CCCC1	-12	-6	15	3%	10	-0.9%	0%	1	-4%
O=C1NC(=O)/C(=C\c2ccccc2OCc2ccc([N+](=O)[O-])cc2)N1	-7	-9	6	4%	-4	0.4%	1%	-2	0%
CC1(C)Cc2c(sc(NC(=O)COc3ccc(Cl)cc3)c2C#N)C(C)(C)N1	0	-6	12	-24%	11	0.1%	3%	16	-5%
Cc1cc(C)n(C(=O)CNC(=O)c2ccc(C(C)(C)C)cc2)n1	-116*	-5	1	-5%	-2	-3.3%	1%	1	1%
Cc1ccsc1/C=N/NC(=O)Cn1cnc2ccccc21	-12	-2	-10	5%	4	7.0%	3%	7	-6%
O=C(NCc1ccc2c(c1)OCO2)NC12CC3CC(CC(C3)C1)C2	-18	-3	-3	0%	2	0.9%	-3%	10	-4%
Cc1onc(-c2ccc(Cl)cc2)c1-c1ccnc(SCC(=O)Nc2cc(Cl)cc(Cl)c2)n1	-4	-3	-3	5%	7	0.6%	-1%	4	-2%
CCOC(=O)c1ccc(Nc2ncnc3ccc(C)cc23)cc1	-6	2	-5	1%	-8	0.2%	-8%	4	-1%
COCCCn1c(-c2ccsc2)nc2c1c(=O)[nH]c(=O)n2Cc1ccccc1	1	3	10	-5%	-6	20%	2%	1	-5%
O=C(NCc1cccnc1)c1nn2cccnc2c1Cl	7	-5	-2	0%	-1	17%	-2%	3	-1%
O=C(CSc1nnc(-c2ccncc2)o1)Nc1cccc(Cl)c1	-1	·	·	-11%	·	·	1%	·	2%
Cc1c(-c2ccccc2)nc2ccccc2c1C(=O)Nc1ccncc1	-10	-9	7	-3%	37	3.9%	-15%	2	4%
Cc1cc(C)n(-c2cccc(Cl)c2)c(=O)c1C#N	4	-2	-4	1%	-10	-0.3%	-7%	3	-4%
COCCN(C(=O)c1ccc(OC2CCN(S(=O)(=O)N(C)C)CC2)cc1)C(C)C	-7	-8	10	-7%	12	0.3%	0%	6	0%
COc1ccc(CCNC(=O)C(=O)NCC2OCCN2C(=O)c2ccc(Cl)cc2)cc1OC (stereo not drawn)	-8	1	-9	6%	-4	-0.5%	-5%	6	-2%
Cc1n[nH]c2ccc([N+](=O)[O-])cc2c1=O	3	·	·	0%	·	·	-1%	·	-2%
OCCNc1nc2ccccc2n1CC(O)c1ccccc1 (stereo not drawn)	-3	1	-3	-6%	5	4.6%	1%	1	-2%
O=C(CN1C(=O)c2ccccc2S1(=O)=O)Nc1ccc(S(=O)(=O)N2CCCCCC2)cc1	-9	-1	-1	8%	8	1.7%	1%	7	-1%
Cc1ccc(CNC(=O)c2nc(SCc3ccccc3C)ncc2Cl)cc1	-7	6	-4	·	3	0.9%	·	9	·
CC1CCN(c2ccc3c(c2)S(=O)(=O)c2cc(C(=O)O)ccc2C3=O)CC1	-30	·	·	-23%	·	·	-2%	·	-10%
Cc1cc(C)c(S(=O)(=O)NCc2ccc3c(c2)OCO3)c(C)c1	-8	-6	13	-12%	-36*	-0.6%	-3%	8	-3%
CC1CN(C(=O)CN2C(=O)c3ccccc3C2=O)CC(C)O1 (stereo not drawn)	2	4	0	0%	6	-0.2%	2%	2	-3%
COc1cc(CNC(=O)c2ccc3oc(C(C)C)nc3c2)cc(OC)c1	14	-9	11	-9%	-25	-0.3%	7%	7	0%
CCOC(=O)[C@H]1[C@H]2COc3ccc(C)cc3[C@@H]2N2C(=O)c3cc(F)c(F)cc3NC(=O)[C@@]12C	·	-4	-11	-2%	4	0.1%	-6%	2	-5%
CC(=O)c1cc2c(cc1N/C(=N/S(=O)(=O)c1ccc(Br)cc1)c1ccccc1)OCO2	-10&0	4&-1	20&15	-4%&-4%	0&3	12%&1.8%	-2%&-1%	3&1	-4%&0%
CCNC(=O)/C(C#N)=C/c1c(N2CCN(c3ccc(OC)cc3)CC2)nc2c(C)cccn2c1=O	11	-4	-1	5%	-19	2.9%	-5%	1	-3%
Cc1cc(C(=O)N(C2CCCCC2)C2CCCCC2)no1	-4	5	12	-15%	-13	1.8%	5%	1	-3%
CN(C=[N+](C)C)c1cccc2c1C(=O)c1ccccc1C2=O	24	-5	18	0%	-4	-0.2%	0%	0	3%
CCCn1c(CNc2ccccc2O)nc2ccccc21	-4	-1	-3	-8%	-2	0.9%	-25%	-1	4%
COc1ccc(-c2ccc(-c3nnc(Cc4ccc(OC)c(OC)c4)o3)cc2)cc1	29	-2	-8	-8%	4	-0.9%	1%	2	-4%
COc1ccc(Cl)cc1NC(=O)CSc1nnc(COc2ccccc2)n1N	-1	-8	-19	4%	-22	1.8%	0%	1	-2%
CCOc1ccc(-c2nc[nH]c2[N+](=O)[O-])cc1	-2	-8	-3	1%	-12	-1.4%	1%	1	-3%
Cc1cc(C)cc(NC(=O)CSc2nc(-c3cccc(Cl)c3)nc3c2Cc2c(CO)cnc(C)c2O3)c1	0	2	2	-6%	11	1.9%	-2%	1	-5%
O=C(CN1CCOCC1)NCC12CC3CC(CC(C3)C1)C2	-1	-1	10	-12%	17	1.7%	-1%	-1	-2%
Clc1ccc(CN2CCSCC2)c(Cl)c1	-35	-8	-1	-4%	-2	0.5%	-1%	-3	1%
CCN(CC(=O)Nc1c(F)cccc1F)C(=O)c1ccc(NC(=O)CC2SC(N3CCCC3)=NC2=O)cc1 (stereo not drawn)	-11	-7	1	4%	12	0.0%	0%	4	-3%
COCCNC(=S)N/N=C(\C)c1ccc(O)cc1	·	-5	-3	?	-15	-0.7%	-1%	4	-4%
CC(=O)Nc1ccc(N2C(=O)CCC2=O)cc1C	1	-6	-8	9%	3	-3.2%	0%	1	-6%
CCn1c(=N)c(C(=O)NC2CCCCC2)cc2c(=O)n3cccc(C)c3nc21	·	2	·	-1%	9	2.3%	1%	-1	-3%
Cc1nc2n(n1)C(c1ccccc1)C1=C(CC(c3ccco3)CC1=O)N2 (stereo not drawn)	-7	-5	2	1%	2	-0.6%	1%	0	-4%
CSCC[C@H](NC(=O)c1cccc(S(=O)(=O)N2CCCCCC2)c1)c1nc2ccccc2[nH]1	4	·	·	-2%	·	·	-2%	·	-3%
Cc1oc2c(C)c3oc(=O)c(CCC(=O)N[C@@H](CC(C)C)C(=O)O)c(C)c3cc2c1C	1	0	15	-12%	-7	11%	-2%	3	-4%
COc1cccc(CNC(=O)CCS(=O)(=O)Cc2ccc(C)cc2)c1	-1	-1	-10	-7%	-19	1.1%	2%	1	-1%
O=C(N=C1SC2CS(=O)(=O)CC2N1c1ccccc1C(F)(F)F)C1CCCO1 (stereo not drawn)	11	-3	-3	1%	-3	1.2%	-1%	0	4%
CCOC(=O)Cc1csc(SC(C)C(=O)NC2CCCCC2C)n1 (stereo not drawn)	-1	1	·	-12%	1	-0.1%	1%	2	-1%
O=C(Nc1ccc(Cl)cc1C(=O)NCCN1CCOCC1)c1ccco1	0	2	-8	-9%	0	0.1%	-6%	1	-2%
CC(=O)SC1CC(=O)N(c2ccc(C(C)(C)C)cc2)C1=O (stereo not drawn)	-22	-5	17	2%	7	-3.0%	-7%	1	-7%
O=C(C1CC(c2ccccc2O)=NO1)N1CCc2ccccc2C1 (stereo not drawn)	0	3	18	0%	3	0.7%	-2%	2	5%
Continued.
SMILES	RXFP1 antagonist	D1 PAM	D2 PAM	Vif-A3F inh	D1 antag	RXFP1 agonist	Vif-A3G inh	D1 ag	GRP78 ERSR act
CCN(c1ccc(OC)cc1)S(=O)(=O)c1csc(C(=O)N2CCCC2)c1	-24	-3	15	-10%	-13	-1.7%	-2%	5	5%
O=C(CN1C(=O)COc2ccccc21)NCCc1ccc(Cl)cc1	-4	1	-7	-6%	-15	4.1%	4%	-2	-4%
COc1ccc(NC(=O)CNC(=O)C2CCCCC2)cc1OC	-1	·	·	1%	·	·	1%	·	0%
CCCCN1C(=O)C(=O)N(CC(=O)N2CCN(c3ccccc3)CC2)C1=O	-8	-2	1	-12%	-5	0.0%	4%	1	1%
Cc1cc(OCC(=O)N[C@@H](Cc2ccccc2)c2nc3ccccc3[nH]2)ccc1Cl	1	-15	-4	-10%	-6	1.4%	-5%	1	-2%
CCOc1nc(Nc2ccc([N+](=O)[O-])cc2)nc(NC(C)(C)C)n1	-24	-9	-4	11%	-4	2.5%	0%	1	-3%
C=C(Cl)COc1ccc2c(C)cc(=O)oc2c1	-2	0	-8	4%	-1	3.1%	4%	-2	5%
O=C(Nc1nnc(SCc2cccnc2)s1)C1CC(=O)N(c2ccc(F)cc2)C1 (stereo not drawn)	-11	-4	-4	?	-6	-1.9%	-6%	3	-4%
Cc1cccc(-c2oc3ccccc3c2C#CCCCCO)c1	·	-6	3	-14%	2	2.4%	-2%	1	-3%
C=CCn1c(SCC(N)=O)nnc1-c1ccccc1O	-10	-1	25	·	-1	1.6%	1%	1	-3%
Cc1cccc(NC(=O)c2nc[nH]c2C(=O)NC[C@@H](C)O)c1	5	·	·	5%	·	·	0%	·	-3%

Single records, from the list above. Order of values: RXFP1 antagonist	D1 PAM	D2 PAM	Vif-A3F inh	D1 antag	RXFP1 agonist	Vif-A3G inh	D1 ag	GRP78 ERSR act
Shown for Cc1cc(OCC(=O)N[C@@H](Cc2ccccc2)c2nc3ccccc3[nH]2)ccc1Cl : 1	-15	-4	-10%	-6	1.4%	-5%	1	-2%
Shown for C=CCn1c(SCC(N)=O)nnc1-c1ccccc1O : -10	-1	25	·	-1	1.6%	1%	1	-3%
Shown for COc1ccc(NC(=O)CNC(=O)C2CCCCC2)cc1OC : -1	·	·	1%	·	·	1%	·	0%
Shown for CCN(c1ccc(OC)cc1)S(=O)(=O)c1csc(C(=O)N2CCCC2)c1 : -24	-3	15	-10%	-13	-1.7%	-2%	5	5%

This is a subset; the hit share may differ from the screen's.
